# FXIa inh 1536 = inhibitors of human coagulation factor XIa | P03951 | purified FXIa, Boc-Glu-Ala-Arg-AMC fluorogenic substrate | inhibition, % at 5 µM | hit rate 0.14% among 220,000;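 active = inhibition of at least 40%; inactive = inhibition below 40%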;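 also: fluorescence of freed AMC excited at 355 nm; 0% = enzyme without compound and 100% = no enzyme blank; many of its hits are not listed in these tables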
# L929 necroptosis = blocks zVAD induced death of L929 cells. hit rate 0.38% among 220,000. L929 zVAD necroptosis rescue, ATP luminescence, 24 h; with zVAD 60 µM. AID 1377. viability rescue, % at 10 µM;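 active = activation, scaled between plate controls, above about 75%, limit read from the data; inactive = activation under that limit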;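 also: 0% = zVAD with DMSO and 100% = DMSO alone without zVAD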
# TNF necrop inh = inhibitors of TNF-alpha induced necroptosis in Jurkat FADD-/- cells; hit rate 0.068% among 220,000; activation (protection from cell death), % at 10 µM; Jurkat FADD-/- TNF necroptosis rescue, ATP luminescence, 24 h; 0 = TNF only, 100 = no-TNF cells;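 active = activation, meaning protection from cell death, of at least 50% relative to plate controls; inactive = activation below 50%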;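 also: necroptosis triggered by 40 ng/mL TNF-alpha added together with compound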
# FXIIa inh 1536 = blocks human coagulation factor XIIa protease activity | P00748 | purified FXIIa, Boc-QGR-AMC fluorogenic substrate, 2 h | inhibition, % at 5 µM | hit rate 0.3% among 220,000 | AID 800; in the data active = inhibition above about 40%;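 also: 0% = enzyme with no compound and 100% = blank without enzyme; many of its hits are not listed in these tables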
# Target sequence (P00748 20-372 limits assumed): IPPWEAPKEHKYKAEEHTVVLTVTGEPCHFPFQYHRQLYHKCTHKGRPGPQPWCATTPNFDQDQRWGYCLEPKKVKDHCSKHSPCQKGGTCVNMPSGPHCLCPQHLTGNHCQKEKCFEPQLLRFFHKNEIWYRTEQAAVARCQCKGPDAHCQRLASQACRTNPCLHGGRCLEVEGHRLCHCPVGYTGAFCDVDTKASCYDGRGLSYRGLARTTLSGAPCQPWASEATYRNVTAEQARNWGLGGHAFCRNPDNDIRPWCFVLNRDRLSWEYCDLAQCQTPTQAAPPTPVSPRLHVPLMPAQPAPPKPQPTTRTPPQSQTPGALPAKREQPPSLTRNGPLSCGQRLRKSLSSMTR
# Target sequence (P00748 373-615 limits assumed): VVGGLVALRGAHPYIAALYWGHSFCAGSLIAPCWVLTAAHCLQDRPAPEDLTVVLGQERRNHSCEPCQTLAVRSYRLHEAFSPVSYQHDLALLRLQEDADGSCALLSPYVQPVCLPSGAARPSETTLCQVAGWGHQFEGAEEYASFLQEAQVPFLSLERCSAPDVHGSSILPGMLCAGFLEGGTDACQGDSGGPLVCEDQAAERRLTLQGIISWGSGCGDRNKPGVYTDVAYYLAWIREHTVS
# Rad51 HR inh = blocks human Rad51 in homologous recombination; Q06609; hRad51 DNA strand exchange, fluorescence dequenching; inhibition, % at 10 µM; hit rate 0.085% among 200,000; AID 1385;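 active = inhibition above 40% at the single screening dose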;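 also: 0% = DMSO control wells and 100% = blanks with heterologous ssDNA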
#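 material = hRad51 filaments on single-stranded DNA | reagent = Donor/quencher-labelled 47-bp dsDNA substrate | compound = 10 µM final, single point | schedule = strand-exchange reaction 15 min at room temperature | measured by = fluorescein emission 520 nm, excitation 485 nm | read-out basis = % inhibition versus plate control and blank means | benchmarks = plate controls and plate blanks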
# KCC2 mod = KCC2 (human) Cl- transport modulation; B-score of Tl+ flux slope (higher = more flux/activation; lower = inhibition) at 10 µM; KCC2 cells, thallium flux FluoZin-2 fluorescence; Q9H2X9; AID 1456; hit rate 2.2% among 190,000;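 active = thallium flux slope and its plate-corrected score both differing from the plate sample mean at a set confidence after two filtering rounds, in either direction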;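 also: slope of fluorescence scaled to starting intensity during 10 to 20 s after thallium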
# Hck Nef HTS = human Hck-Nef kinase inhibition; inhibition, % at 20 µM; Recombinant Hck-YEEI plus Nef, Z-Lyte FRET kinase assay; AID 463187; hit rate 0.68% among 220,000;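 active = Hck-Nef kinase inhibition above about 50%, limit read from the data; inactive = inhibition below that limit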;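 also: 0% = DMSO with Hck plus Nef and 100% = Hck alone without Nef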
# hK5 inh = kallikrein 5 (human) inhibition | Q9Y337 | recombinant hK5, fluorogenic AMC substrate cleavage | inhibition, % at 5 µM | hit rate 0.59% among 210,000 | AID 873;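 active = inhibition of 40% or more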;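 also: 0% = enzyme controls without compound and 100% = no-enzyme blanks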
# Target sequence (Q9Y337 67-293 limits assumed): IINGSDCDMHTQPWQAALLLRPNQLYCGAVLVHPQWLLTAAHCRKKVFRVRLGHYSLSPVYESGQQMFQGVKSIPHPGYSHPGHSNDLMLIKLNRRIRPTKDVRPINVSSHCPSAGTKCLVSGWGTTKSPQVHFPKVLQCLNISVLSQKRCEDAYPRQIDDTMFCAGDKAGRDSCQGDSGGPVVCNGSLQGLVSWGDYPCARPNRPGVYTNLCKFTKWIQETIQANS
# Thrombin inh = inhibitors of human thrombin | P00734 | alpha-thrombin, Boc-VPR-AMC fluorogenic substrate cleavage | inhibition, % at 5 µM | hit rate 0.26% among 220,000;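 active = inhibition at or above 40%; inactive = inhibition below 40%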;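 also: 0% = enzyme with no compound and 100% = wells without enzyme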
#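 signal = AMC fluorescence, 355/460 nm | material = human alpha-thrombin enzyme | control set = enzyme without compound as high, wells lacking enzyme as low | times = reaction at room temperature | read-out basis = percent inhibition scaled between no-compound controls and no-enzyme blanks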
# * marks the source's active call; other numbers are inactive results; . = no result given. A portion of the library; rates above refer to the full screens.
SMILES,FXIa inh 1536,L929 necroptosis,TNF necrop inh,FXIIa inh 1536,Rad51 HR inh,KCC2 mod,Hck Nef HTS,hK5 inh,Thrombin inh
COc1ccc(NS(=O)(=O)c2ccc(S(=O)(=O)N(C)C)cc2)cc1S(N)(=O)=O,0,0.9,0.0,6,-1,-1.9,-20,1,-6
CCOc1ccccc1CNS(=O)(=O)c1ccc2c(c1)oc(=O)n2C,6,1.2,0.2,12,-3,.,1,0,-5
CC(=O)Nc1cccc(NC(=O)C2CCCN2C(=O)Nc2ccc(Cl)cc2)c1 (stereo not drawn),2,-0.1,-2.6,5,3,1.7,5,-1,-1
O=C(Nc1ccc(F)cc1)N1CCC(c2nc3c(nnn3Cc3cccc(Cl)c3)c(=O)[nH]2)CC1,2,2.7,0.9,14,2,.,1,2,0
O=C(CSc1nnc(-c2cccnc2)o1)NNC(=O)c1ccc(Br)cc1,0,0.9,1.5,5,-2,0.3,18,-18,-3
CCOc1ccc(C2/C(=C(/O)c3ccc(OC)cc3)C(=O)C(=O)N2c2cc(C)on2)cc1OC (stereo not drawn),3,-0.6,1.3,6,-1,-0.057,20,4,3
CCC(C)n1cnc2c(c1=O)c1nc3ccccc3nc1n2Cc1ccc2c(c1)OCO2 (stereo not drawn),7,-0.3,-13,17,6,-1.5,2,-3,6
O=C(O)c1ccc(CS(=O)(=O)c2cccc(C(F)(F)F)c2)o1,12,-0.8,-0.1,16,-5,0.52,-1,-1,-6
O=C(OCC(=O)N1CCCCC1)c1cc2ccccc2cc1O,-2,-0.1,-3.5,4,-3,-1.6,2,-8,0
CCn1c(=O)cc(OCC(=O)N2CCN(C(=O)c3ccco3)CC2)c2ccccc21,1,-0.1,-1.8,-2,-8,-0.084,-1,-4,-7
COc1cc(NS(=O)(=O)c2ccc(N=Cc3c(C)[nH]n(-c4ccccc4)c3=O)cc2)nc(OC)n1,3,-0.1,-5.0,10,-17,.,1,-3,2
Cc1c(/C=N/NC(N)=O)c2ccccn2c1C(=O)c1ccc(F)cc1,6,-0.2,-0.9,8,3,0.21,2,-7,-5
CN1C(=O)C2(C(C#N)=C(N)N(c3cc(Cl)cc(Cl)c3)C3=C2C(=O)CC(C)(C)C3)c2ccccc21 (stereo not drawn),-14,-0.8,-3.7,-18,1,-1.5,-12,-1,-7
O=C(COC(=O)c1cccc(S(=O)(=O)N2CCc3ccccc32)c1)Nc1ccc(Cl)cn1,6,2.9,2.2,10,-10,-0.38,3,-10,-6
Cc1cc(CNC(=O)CCc2nnc(CCCCc3ccccc3)o2)nn1C,-2,0.3,-0.6,5,-41,-0.12,1,.,-8
CCOC(=O)c1csc(NC(=O)C2CCCCC2)n1,1,0.6,1.6,11,5,-1.4,22,-5,-6
CC1(C)C2CCC1(CS(=O)(=O)Nc1ccc(S(=O)(=O)N3CCCC3)cc1)C(=O)C2 (stereo not drawn),20,0.3,3.2,25,-3,0.086,6,-16,2
O=C(CCCn1c(SCC(=O)NCC2CCCO2)nc2ccccc2c1=O)NCc1ccccc1 (stereo not drawn),4,0.8,2.9,21,1,-0.87,7,8,1
COc1ccc(CC(=O)Nc2c3c(nn2-c2cccc(C)c2C)CS(=O)C3)cc1OC (stereo not drawn),0,-0.2,-0.5,13,-9,-1.4,2,8,0
CC(=O)c1cccc(OCCN2C(=O)NC(C)(C)C2=O)c1,-1,0.8,0.0,18,-1,0.095,11,-4,3
CCNC(=S)Nn1cnc2ccccc21,-5,-0.5,-1.3,7,10,0.46,17,1,0
COc1ccc(-n2cc(CNC3CCC(O)CC3)c(-c3cccc(F)c3)n2)cc1 (stereo not drawn),1,2.8,1.6,8,.,1.8,2,21,0
CCS(=O)(=O)NCCc1ccc(OC)c(OC)c1,0,-0.4,-1.4,5,0,0.81,1,-8,-1
Cc1cc(C)cc(OCC(=O)NC2=NCCS2)c1,-5,0.8,-0.4,-21,3,0.27,-1,-7,-5
O=C(Cn1cnc2ccccc2c1=O)Nc1nnc(SCc2ccc(Cl)cc2)s1,-1,-0.2,1.9,4,-36,0.49,10,1,-3
CCNc1nc(C)c2cc(Br)c(=O)n(CC)c2n1,-17,66,4.4,-26,-5,-0.53,-2,-91,-10
Cc1cnc(C(=O)OCC(=O)NC(=O)NC(C)C)cn1,-9,1.1,0.3,-14,-3,-1.5,2,-2,-13
CCOc1ccc(C2C(C(=O)O)CCC(=O)N2C2CCCCC2)cc1 (stereo not drawn),-2,-1.1,0.6,10,6,0.28,6,-2,-5
COc1cc(-c2nc3c(c(C)nn3-c3ccccc3)c3cc(OC)c(OC)cc23)ccc1O,5,7.2,-3.8,8,22,-0.51,2,-40,-4
CCOC(=O)c1nnn(-c2nonc2N)c1CN1CCCCCC1,2,0.3,-1.5,6,-12,.,-1,-6,-3

# An excerpt from further up, for reference:
SMILES,FXIa inh 1536,L929 necroptosis,TNF necrop inh,FXIIa inh 1536,Rad51 HR inh,KCC2 mod,Hck Nef HTS,hK5 inh,Thrombin inh
COc1ccc(CC(=O)Nc2c3c(nn2-c2cccc(C)c2C)CS(=O)C3)cc1OC (stereo not drawn),0,-0.2,-0.5,13,-9,-1.4,2,8,0
CC(=O)c1cccc(OCCN2C(=O)NC(C)(C)C2=O)c1,-1,0.8,0.0,18,-1,0.095,11,-4,3
CCNC(=S)Nn1cnc2ccccc21,-5,-0.5,-1.3,7,10,0.46,17,1,0
COc1ccc(-n2cc(CNC3CCC(O)CC3)c(-c3cccc(F)c3)n2)cc1 (stereo not drawn),1,2.8,1.6,8,.,1.8,2,21,0
CCS(=O)(=O)NCCc1ccc(OC)c(OC)c1,0,-0.4,-1.4,5,0,0.81,1,-8,-1
Cc1cc(C)cc(OCC(=O)NC2=NCCS2)c1,-5,0.8,-0.4,-21,3,0.27,-1,-7,-5
O=C(Cn1cnc2ccccc2c1=O)Nc1nnc(SCc2ccc(Cl)cc2)s1,-1,-0.2,1.9,4,-36,0.49,10,1,-3
CCNc1nc(C)c2cc(Br)c(=O)n(CC)c2n1,-17,66,4.4,-26,-5,-0.53,-2,-91,-10
Cc1cnc(C(=O)OCC(=O)NC(=O)NC(C)C)cn1,-9,1.1,0.3,-14,-3,-1.5,2,-2,-13

# The list continues.
SMILES,FXIa inh 1536,L929 necroptosis,TNF necrop inh,FXIIa inh 1536,Rad51 HR inh,KCC2 mod,Hck Nef HTS,hK5 inh,Thrombin inh
CCN1CCc2c(C#N)c(NCc3ccccc3)nc(NCCO)c2C1,-7,-0.3,0.0,5,-3,0.17,4,-36,-5
O=C1OCc2cc(-n3cccc3)ccc21,-3,3.1,-0.7,5,-10,1.5,23,-14,3
Cc1cc(C)n2cc(CSc3nncn3C)nc2n1,2,0.6,-0.2,15,-2,0.5,5,3,4
C#CCOCCOCCOCCNc1nc(N2CCN(C(=O)[C@H]([C@@H](C)CC)n3cc([C@@H](N)Cc4ccc(O)cc4)nn3)CC2)nc(N2CCN(C(=O)[C@H](Cc3ccc(O)cc3)n3cc([C@@H](N)CC(C)C)nn3)CC2)n1,0,0.6,1.6,10,-1,0.6,-5,3,6
COc1ccc(N2CCN(CC(O)COc3ccccc3[N+](=O)[O-])CC2)cc1 (stereo not drawn),-10,-0.5,1.5,-3,4,-0.88,2,-19,-10
C=CCN1C=C/C(=C\C=C(C#N)C#N)c2ccccc21,-14,0.4,-0.2,-8,13,-0.045,0,-16,-10
C=CCn1c(CCNC(=O)C(C)(C)C)nc2ccccc21,0,2.4,1.7,7,1,1.3,-1,-19,-8
O=C1CSC(=S)N1/N=C/c1cccnc1,1,-0.5,1.2,9,4,0.095,7,-8,0
COc1ccc(NC(=O)c2ccc(Cl)c(S(=O)(=O)N3CCc4ccccc4C3)c2)cn1,-1,2.8,-11,10,-4,-0.94,-8,-5,-7
Cc1ccc(NC(=O)c2c(-c3ccccc3)noc2C)nc1,8,0.7,2.6,9,-2,0.25,1,-3,-2
Cc1cc(Br)ccc1OCC(=O)NNC(=O)Cc1ccccc1,9,0.5,1.2,13,.,-0.09,3,-7,-1
Cc1ccc(-c2ccc(/C=N/NC(=O)CN3CCCC3)o2)cc1Cl,-1,1.8,-9.4,12,-9,0.92,2,-13,3
O=C(c1ccccc1-c1nc2ccccc2[nH]1)N1CCCCC1,2,-0.2,-1.6,20,-3,1.1,1,-12,4
COC(=O)COc1cc(OCC(=O)OC)c2c(C)c(Cl)c(=O)oc2c1,-9,0.7,0.5,-14,7,-0.26,1,-39,-21
O=C(c1ccc(-c2ccccc2)c(F)c1)C1CCCN(CCCn2cccn2)C1 (stereo not drawn),-1,-0.3,-5.7,0,.,-2,5,-4,-5
O=C(CSc1nnc(NC(=O)C2CC2)s1)Nc1ccc2c(c1)OCCO2,1,5.1,0.0,7,-1,0.59,19,3,-5
COc1cc(CNn2cnnc2)ccc1OCC(=O)NC(C)(C)C,1,0.3,-0.7,14,8,-0.4,-1,-14,-2
COc1ccc([N+](=O)[O-])cc1NC(=O)C(C)OC(=O)c1ccccc1C(=O)c1ccc(Cl)cc1 (stereo not drawn),27,1.8,3.5,27,2,0.21,2,-2,3
COCCn1nnnc1CN(CCc1ccc(OC)c(OC)c1)Cc1cc2ccc(C)cc2[nH]c1=O,0,-0.6,-3.1,7,-2,-0.23,2,-1,-1
Nc1cc(N)cc(C(=O)OCC(=O)Nc2cc(S(=O)(=O)N3CCCCC3)ccc2Cl)c1,31,-0.8,-3.9,24,-9,-0.83,7,34,.
CCCCn1c(CN2CCN(C(=O)OCC)CC2)nc2c1c(=O)n(C)c(=O)n2C,2,2.0,-0.8,8,2,0.76,0,-2,-3
O=C(OC(C(=O)Nc1ccc(Cl)c(C(F)(F)F)c1)c1ccccc1)C1=COCCO1 (stereo not drawn),12,1.4,3.0,17,-17,0.018,-2,-7,0
CCCCC(=O)Nc1cccc(NC(=S)NC(=O)Cc2ccccc2)c1,-6,0.3,2.8,0,7,-0.68,0,-6,-11
CCN=C1SC(C(=O)Nc2ccc(Cl)c(Cl)c2)CC(=O)N1CC (stereo not drawn),1,3.9,0.4,6,.,0.59,-1,-13,-1
CCSC1=C(C#N)C2(CCCCC2)C(C#N)=C(N)N1,-5,-0.3,-2.2,-2,13,-4.1*,7,3,-4
CN(C)S(=O)(=O)c1cccc(C(=O)N2CCN(Cc3ccccc3)CC2)c1,-6,-0.5,-2.3,1,0,-0.031,2,0,-5
CCN(CC)CCNC(=O)c1cc2c(=O)n(C)c3ccccc3c2n1C,-8,77*,4.5,-4,7,.,2,19,-3
Cc1noc(NS(=O)(=O)c2ccc(N/C=C\C(=O)c3cccs3)cc2)c1C,2,1.2,1.0,5,3,-0.97,18,-1,.
